CSM14.1 death rescue = protection against thapsigargin-triggered cell killing – 384-well, CSM14.1, ATP luminescence, primary screen (AID 1222) | CSM14.1 thapsigargin-induced death rescue, ATP luminescence; higher % means a stronger effect | one-dose cellular ATP content (survival), % at 20 µM; EC50 in µM for titrated hits | 190,000 tested, under 10 active;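 active means EC50 below 50 µM in the dose-response confirmation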;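 further: death triggered by thapsigargin at about 15 µM added after 2 h compound pretreatment; cell ATP read after overnight thapsigargin exposure of roughly 18 to 22 hours; normalized against plate controls of thapsigargin alone and 5% DMSO vehicle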
M17LAP inhibition = P. falciparum M17LAP inhibitors, primary screen, biochemical, fluorogenic H-Leu-NHMec substrate, 1536-well (AID 1619). recombinant M17LAP, H-Leu-NHMec fluorogenic kinetic assay; higher % means a stronger effect. actives 0.38% (n = 220,000). inhibition, % at 30 µM; hits with a dose series show IC50 in µM;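 active means compound inhibiting the enzyme by more than half at any dose during confirmatory dose-response retesting; inconclusive means strong single-dose inhibitors picked by rank but not retested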;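 further: plate controls were full reaction with DMSO carrier for no effect and no enzyme background for full effect; strong numbers were not always called active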
M1AAP inhibition = P. falciparum M1AAP inhibitors, biochemical, fluorogenic H-Leu-NHMec substrate, 1536-well (AID 1445) | recombinant M1AAP, H-Leu-NHMec fluorogenic kinetic assay; higher % means a stronger effect | inhibition, % at 30 µM; hits with a dose series show IC50 in µM | actives 0.42% (n = 220,000);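 active means primary inhibition above the hit cutoff, then over 50% inhibition at one or more dose response concentrations, cut at about 23% in these data, passing the limit was not always enough; inconclusive means conflicting primary data, or primary hits not chosen for dose response; inactive means low primary inhibition, or under 50% at every dose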;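 further: plate controls were DMSO full reaction for no effect and no enzyme background for full effect; strong numbers were not always called active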
TNAP activators = stimulation of alkaline phosphatase TNAP activity – biochemical, luminescent, no phosphate acceptor, uHTS, primary screen (AID 1001) | purified TNAP, luminescent activation assay, no phosphate acceptor; higher activation fold means a stronger effect | one-dose activation fold at 20 µM; EC50 in µM for titrated hits | actives 0.03% (n = 200,000); in the data active means activation fold from about 3, or a potency from the dose series; inactive means the rest, 99 in 100 with activation fold below about 1.6; further: many of its hits are not listed in these tables
human PMI inhibition = inhibitors of human PMI, primary screen, biochemical, fluorescence intensity, coupled assay (AID 1209); actives 0.42% (n = 190,000); purified PMI enzyme, coupled fluorescence intensity; higher % means a stronger effect; inhibition, % at 20 µM, or IC50 in µM where a hit was titrated;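 further: plate controls were DMSO vehicle for no effect and wells lacking substrate for full effect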
LYP phosphatase = PTPN22 lymphoid phosphatase activity blockers – biochemical, fluorescence intensity, uHTS (AID 1779); recombinant LYP phosphatase, fluorescence intensity; higher % means a stronger effect; actives 0.054% (n = 290,000); inhibition, % at 11.5 µM; hits with a dose series show IC50 in µM;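 further: plate controls were vehicle with enzyme for no effect and no enzyme for full effect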
Myeloid diff MLP = compounds promoting myeloid differentiation | ER-HoxA9 myeloid progenitors, lysozyme-GFP differentiation, flow cytometry | calls only at 10 µM | actives 1% (n = 360,000);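 active means normalized GFP-positive differentiation at or above the plate's own cutoff, the solvent-only control mean plus 3 SD; inconclusive means no clear call, values can overlap the other calls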;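 further: cells exposed to compound for four days before flow analysis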
PMI inhibition = MPI inhibition at elevated mannose 6-phosphate – biochemical, fluorescence intensity, high mannose 6-phosphate, primary screen (AID 1220); actives 0.66% (n = 190,000); one-dose inhibition, % at 20 µM; IC50 in µM for titrated hits; recombinant PMI enzyme, coupled fluorescence intensity; higher % means a stronger effect
XIAP displacement = small molecules displacing peptide from XIAP – biochemical, IAP family, fluorescence polarization (AID 1018). XIAP BIR domain, fluorescence polarization peptide displacement; higher % means a stronger effect. displacement, % at 20 µM; hits with a dose series show IC50 in µM. actives 0.007% (n = 200,000); in the data active means displacement above about 50%; further: a part of the inactive calls stands beside numbers as strong as those of hits
Myeloid diff MLP GFP+ MAC1+ % = further read-out of Myeloid diff MLP, marked with its call; GFP+ MAC1+ double positive, %; measured here: differentiation confirmed by MAC1 staining
Active calls of the source: *; i = inactive; ? = inconclusive; · = no result given. Unless noted, no stated cut-off is given here; in the data, active means inhibition above about 50%; inactive means the rest. Rows were taken by chance. Share with any hit: about 2.7%.

SMILES	CSM14.1 death rescue	M17LAP inhibition	M1AAP inhibition	TNAP activators	human PMI inhibition	LYP phosphatase	Myeloid diff MLP	Myeloid diff MLP GFP+ MAC1+ %	PMI inhibition	XIAP displacement
Cc1ccc(C(=O)NC2CC3CCC(C2)N3Cc2ccco2)cc1 (stereo not drawn)	-3.1%	-13.5%	2.5%	1.1	-3.9%	0.0%	i	0.6	-4.7%	1.9%
CS(=O)(=O)NCCCNc1ccc(Cl)cc1[N+](=O)[O-]	-0.7%	14.0%	7.5%	0.9	0.6%	-9.4%	i	2.1	-2.6%	-9.8%
Cc1cc(N2CCOCC2)ccc1/C=C1\NC(=O)N(Cc2ccccc2)C1=O	-0.4%	2.4%	13.4%	1	4.3%	1.3%	i	0.3	9.2%	-6.0%
CCOC(=O)c1nn(-c2ccccc2)c(=O)c2c(N)scc12	3.9%	-4.3%	5.7%	1.1	36.2%	2.4%	i	1.6	63.3%*	-1.6%
CC(C)(C)n1nnnc1C(c1ccncc1)N1CCN(c2ccc(O)cc2)CC1 (stereo not drawn)	-2.2%	4.5%	4.6%	1.1	38.5%	-3.1%	i	2.0	34.2%	0.1%
CN1CCCN(C(=O)CC(c2ccccc2)c2ccccc2)CC1	-0.1%	1.7%	5.0%	1.1	1.7%	0.8%	i	0.4	3.2%	-6.8%
CC(C)CNC(=O)NC1(C(F)(F)F)Oc2ccccc2O1	0.0%	10.7%	5.5%	1	-0.1%	-1.0%	i	0.9	3.4%	2.8%
CC(C)CC(NC(N)=O)C(=O)NCc1ccc(Cl)cc1 (stereo not drawn)	-1.1%	-0.3%	0.4%	1	10.4%	-5.3%	i	0.4	8.1%	-11.1%
O=C(/C=C/c1ccc(Cl)cc1Cl)N1CCN(c2ccccc2[N+](=O)[O-])CC1	-3.9%	-3.5%	11.8%	1	3.6%	4.1%	i	1.0	10.0%	-3.7%
O=C(N/N=C/c1c[nH]c2ccccc12)c1ccn(Cc2ccc(Cl)cc2Cl)n1	-1.1%	20.7%	7.8%	1.1	21.8%	-4.7%	i	0.4	21.3%	-4.2%
CC(C)OC(=O)CSc1nc2c(cc1C#N)CCCCC2	0.0%	2.3%	-8.9%	1	-0.4%	-3.6%	i	0.7	0.0%	10.8%
CCOC(=O)c1nnn(-c2nonc2N)c1C	-0.3%	0.7%	-0.4%	1	-0.4%	-9.4%	i	2.4	-3.7%	-9.1%
Cc1cc(C(=O)NCCC(C)C)c2ccccc2n1	·	2.2%	4.5%	·	·	-1.0%	i	0.8	·	·
O=C(Nc1nc(-c2cccc3ccccc23)cs1)c1cnccn1	-0.2%	10.5%	1.3%	0.9	13.1%	-3.1%	i	0.5	13.3%	-7.4%
O=C(Nc1nnc(C2CC2)s1)c1ccc(Cl)c(S(=O)(=O)N2CCc3ccccc3C2)c1	1.9%	8.4%	-1.7%	1.1	10.7%	7.2%	i	0.6	13.0%	-18.6%
COc1ccc(CC(C)N2CCN(c3cccc(C(F)(F)F)c3)CC2)cc1OC (stereo not drawn)	-0.6%	20.4%	0.5%	1.1	6.3%	-10.4%	i	1.9	-0.2%	-4.4%
Brc1ccc(/C=N/Nc2nncc(-c3ccccc3)n2)o1	-0.2%	4.4%	4.8%	1.1	-5.1%	0.3%	·	·	-8.4%	-1.3%
CCCN1CCC(=O)N(CCSc2ccc(C)cc2)CC1	·	-0.4%	1.2%	·	·	-7.1%	i	1.3	·	·
Cc1ccc(C(=O)n2c3ccccc3c3ccccc32)cc1	-0.5%	2.0%	9.5%	1.1	13.6%	-1.4%	?	·	8.3%	-14.6%
Cc1ccc(-c2nc3ccccn3c2NCc2ccc3c(c2)OCO3)cc1	-1.4%	-35.1%	14.6%	1.2	1.1%	6.6%	i	0.9	-1.9%	-3.5%
Cc1ccc(NC(=S)N2CCSC2c2cccs2)cc1 (stereo not drawn)	0.1%	1.4%	6.0%	0.7	-9.2%	-5.9%	i	0.6	-17.3%	-1.7%
O=C(CSc1nnc(NC(=O)C2CCCCC2)s1)NCc1ccco1	·	-7.4%	1.8%	1.1	-3.5%	-6.3%	i	0.4	-12.6%	-3.9%
Cc1cc2oc(=O)cc(CSc3nc(N)cc(N)n3)c2cc1C	1.4%	-4.3%	5.8%	1	0.3%	-2.7%	i	0.8	-1.7%	-6.4%
Cc1ccccc1-n1c(C)nnc1SCC(=O)NCC1CCCO1 (stereo not drawn)	-1.8%	4.1%	-3.2%	1	-16.6%	-11.6%	i	2.4	-8.6%	-4.1%
O=C(NCc1cccc(Cl)c1)c1ccco1	·	-5.4%	7.0%	1.1	-1.3%	-2.1%	i	0.7	-5.6%	-1.0%
Cc1cccc(OCC2CCCN(Cc3nc(C4CC4)no3)C2)c1 (stereo not drawn)	-0.2%	0.6%	5.9%	1	-0.4%	-5.3%	i	0.4	-4.9%	-2.2%
Cc1cnn(-c2cc(N/N=C/c3cccc(F)c3)ncn2)c1	0.8%	7.6%	3.5%	0.8	7.6%	3.3%	i	1.1	3.4%	-7.6%
Nc1nc(Cl)cc(N2CCC(c3cc(-c4ccc(Cl)cc4)n[nH]3)CC2)n1	2.5%	15.7%	3.6%	0.7	10.7%	2.8%	i	10.0	4.1%	-3.3%
CCCNC(=O)C(=O)NCc1ccccn1	-0.5%	-4.3%	-7.1%	1.1	-2.3%	-5.0%	i	0.3	-8.0%	-2.1%
Cc1ccc(-c2nc(N/N=C/c3cccnc3)c3ccccc3n2)cc1	-5.7%	17.8%	8.7%	1	10.6%	-1.3%	?	·	4.7%	-4.0%
CC(=O)N(C(C)=O)N1C(=O)c2cccc3c(N4CCOCC4)ccc(c23)C1=O	-2.1%	-3.9%	13.3%	1	-9.7%	1.7%	i	0.3	4.3%	-5.1%
N#Cc1c(N2CCCC2)nc(N)c2c(N)nc(N3CCCC3)cc12	·	-1.1%	5.0%	1.1	6.9%	65.7%*	i	0.8	10.1%	0.5%
S=C(Nc1ccc(Oc2ccc(NC(=S)NC3CCCCC3)cc2)cc1)NC1CCCCC1	-1.0%	9.4%	5.7%	1.6	-3.2%	-0.7%	?	·	-0.9%	-2.5%
CC(C)CNC(=O)c1ccccc1NC(=O)/C=C/c1cccc([N+](=O)[O-])c1	-1.8%	-13.0%	3.0%	1.1	22.3%	-7.8%	i	0.4	11.7%	-11.6%
COc1cccc(-c2nnc(SCC(=O)N3CCCc4ccccc43)o2)c1	·	-0.8%	2.3%	1.1	6.9%	-4.7%	i	0.9	-1.8%	-7.0%
O=C1c2ccccc2C(=O)C1c1ccncc1	-5.4%	17.0%	12.0%	1	-17.1%	-3.9%	i	0.3	-39.9%	-5.7%
CC(C)(C)NC(=O)NC(=O)COC(=O)Cc1c(Cl)cccc1Cl	2.3%	3.1%	-0.1%	1	-10.7%	-4.4%	i	0.5	-10.3%	-4.8%
O=C(CN1CCN(S(=O)(=O)/C=C/c2ccccc2)CC1)NC(=O)NCc1ccco1	1.5%	9.9%	7.6%	1.1	-2.5%	-11.3%	i	0.2	3.5%	2.0%
O=C(O)c1ccc(CNCc2ccc(F)cc2)cc1	-0.1%	-6.2%	5.9%	1.1	-6.2%	-6.2%	i	0.7	4.5%	-5.2%
O=C(NC1CC1)C1=C[C@@H](c2coc3ccccc3c2=O)C[C@@H](OCCCCO)O1	·	9.3%	6.3%	·	·	-8.2%	i	0.2	·	·

Full records, looked up by structure. Screens in order: CSM14.1 death rescue	M17LAP inhibition	M1AAP inhibition	TNAP activators	human PMI inhibition	LYP phosphatase	Myeloid diff MLP	Myeloid diff MLP GFP+ MAC1+ %	PMI inhibition	XIAP displacement
Results for O=C(NCc1cccc(Cl)c1)c1ccco1 : ·	-5.4%	7.0%	1.1	-1.3%	-2.1%	i	0.7	-5.6%	-1.0%
Results for Cc1cc2oc(=O)cc(CSc3nc(N)cc(N)n3)c2cc1C : 1.4%	-4.3%	5.8%	1	0.3%	-2.7%	i	0.8	-1.7%	-6.4%
Results for S=C(Nc1ccc(Oc2ccc(NC(=S)NC3CCCCC3)cc2)cc1)NC1CCCCC1 : -1.0%	9.4%	5.7%	1.6	-3.2%	-0.7%	?	·	-0.9%	-2.5%

The results go on.
SMILES	CSM14.1 death rescue	M17LAP inhibition	M1AAP inhibition	TNAP activators	human PMI inhibition	LYP phosphatase	Myeloid diff MLP	Myeloid diff MLP GFP+ MAC1+ %	PMI inhibition	XIAP displacement
COc1ccc(C(=O)C[n+]2ccccc2/C=N/O)cc1	7.9%	9.2%	-2.2%	1.1	3.3%	-3.9%	i	0.1	29.8%	-5.2%
CCOc1ccc(/C=C/c2c([N+](=O)[O-])c(=O)n(C)c(=O)n2C)cc1	1.3%	10.8%	-14.6%	1.1	-3.8%	9.5%	i	0.5	-5.7%	-7.9%
Cc1cc(Cn2ccnc2)c(C)cc1Cn1ccnc1	0.0%	-2.9%	15.6%	1	25.0%	-0.8%	i	12.2	22.5%	-3.5%
COCc1cc(=O)[nH]c(/N=C(\N)Nc2c(F)cccc2F)n1	·	-0.9%	3.9%	·	·	-4.4%	i	0.0	·	·
CCN1CNC(=S)N(c2cccc(C)c2)C1	·	-7.4%	6.3%	·	·	-6.5%	i	0.5	·	·
COc1ccc(C(O)Cn2cc([N+](=O)[O-])nc2C)cc1 (stereo not drawn)	·	11.4%	8.1%	·	·	-6.9%	i	0.4	·	·
CCCCCCCCCCCCS(=O)(=O)CCC(=O)O	·	12.0%	2.3%	·	·	-1.3%	i	0.2	·	·
Cc1ccc(C2=NN(C(=O)CCl)C(c3cccs3)C2)o1 (stereo not drawn)	-5.2%	1.3%	4.6%	1.2	-3.7%	-0.4%	i	0.8	-14.9%	-6.2%
OCCN(Cc1ccccc1)Cc1ccccc1O	-0.4%	2.8%	1.4%	1.1	2.3%	-7.8%	i	0.3	-1.1%	-2.6%
c1ccc(CCc2nc(-c3ccccc3)no2)cc1	0.2%	-14.9%	1.0%	1	6.5%	-3.0%	i	0.2	6.6%	-8.2%
Fc1ccc(-c2nc3cnccn3c2NC2CCCC2)cc1	0.6%	-15.5%	5.1%	1.2	9.1%	-2.6%	i	0.2	6.5%	-0.2%
CCOC(=O)c1c(-c2ccc(OC)cc2)csc1NC(=O)CCN1C(=O)c2ccccc2C1=O	-1.3%	6.7%	-3.0%	1	35.9%	7.1%	i	6.8	16.0%	-2.9%
CCN(CC)c1ccc(CNC23CN4CN(CN(C4)C2)C3)cc1	-1.8%	12.1%	7.9%	1.1	24.0%	-4.4%	i	0.9	20.2%	-3.4%
CCc1ccc(N(C(=O)c2csnn2)C(C(=O)NC(C)(C)CC)c2cccnc2)cc1 (stereo not drawn)	-1.0%	-0.8%	-6.8%	1.1	2.8%	-8.3%	i	0.6	10.3%	-1.9%
O=S(=O)(Nc1cccnc1)c1ccc(C2CCCCC2)cc1	1.2%	-6.7%	1.0%	1.1	10.7%	-7.8%	i	1.0	14.0%	-1.9%
C=CCNC(=S)Nc1ccc(C(N)=O)cc1	0.9%	8.2%	4.9%	1.1	-5.1%	-2.2%	i	0.0	4.8%	-8.1%
